core dimer inh – inhibitors of HCV core protein dimerization, primary screen, biochemical, TR-FRET, high-throughput. TR-FRET GST/Flag-core106 dimerization, 1536-well. inhibition, % at 5 µM. 0.33% of 300,000 active. AID 1899, 2009;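 active means inhibition above the mean of all tested compounds plus 3 SD, set per screening campaign, cut at about 45% in these data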
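Assay system: tagged HCV core106 pair (GST and Flag); medium: KF-containing HEPES buffer, pH 7.45, DTT, CHAPS, BSA; also added: Eu donor and XL665 acceptor anti-tag antibodies; dosing: 5 µM single dose; timing: compound-protein-antibody incubation 4 h at 22.5 °C; signal: TR-FRET 671 and 617 nm emission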
PP5 primary – PP5 phosphatase inhibitors, primary screen, biochemical, fluorescence; purified PP5c, OMFP substrate fluorescence; inhibition, % at 6.7 µM; 0.18% of 320,000 active;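 active means inhibition above the campaign's mean inhibition across all tested compounds plus 3 SD, cut at about 9.5% in these data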;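 further: 0% = DMSO only and 100% = 100 µM cantharidin control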
Target sequence (P53041 whole entry, looked up): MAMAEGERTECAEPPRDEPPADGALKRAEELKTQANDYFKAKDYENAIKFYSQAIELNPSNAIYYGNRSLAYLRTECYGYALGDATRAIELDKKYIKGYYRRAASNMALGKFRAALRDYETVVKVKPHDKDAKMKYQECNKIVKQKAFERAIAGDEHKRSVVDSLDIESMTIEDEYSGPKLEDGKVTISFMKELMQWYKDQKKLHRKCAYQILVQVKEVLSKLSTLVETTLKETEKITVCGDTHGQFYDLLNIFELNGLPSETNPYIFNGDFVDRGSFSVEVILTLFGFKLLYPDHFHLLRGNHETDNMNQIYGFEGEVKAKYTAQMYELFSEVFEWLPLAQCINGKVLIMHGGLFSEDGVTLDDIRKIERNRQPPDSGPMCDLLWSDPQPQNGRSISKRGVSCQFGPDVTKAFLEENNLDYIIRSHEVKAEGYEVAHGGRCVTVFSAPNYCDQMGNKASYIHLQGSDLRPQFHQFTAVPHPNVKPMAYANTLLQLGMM
PREPL inh – PREPL enzyme inhibitors, primary screen, biochemical, fluorescence polarization. Prolyl endopeptidase-like (Homo sapiens), Q4J6C6. inhibition, % at 5.96 µM. 0.68% of 320,000 active. recombinant PREPL, fluorescence polarization activity-based probe. AID 2751, 2010; in the data active means inhibition above about 43%;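 further: 0% = enzyme with DMSO and 100% = wells lacking enzyme; many of its hits are not listed in these tables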
PP1 inh – PP1-alpha phosphatase inhibitors, primary screen, counter-screen for PP5 inhibitor project, biochemical, fluorescence, OMFP substrate, single point; AID 2235, 2010; Serine/threonine-protein phosphatase PP1-alpha catalytic subunit (Homo sapiens), P62136; inhibition, % at 6.7 µM; purified PP1alpha; 0.9% of 320,000 active;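 active means inhibition above the mean inhibition of all tested compounds plus 3 SD, computed separately for each screening campaign, cut at about 15% in these data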
Target sequence (P62136 whole entry, looked up): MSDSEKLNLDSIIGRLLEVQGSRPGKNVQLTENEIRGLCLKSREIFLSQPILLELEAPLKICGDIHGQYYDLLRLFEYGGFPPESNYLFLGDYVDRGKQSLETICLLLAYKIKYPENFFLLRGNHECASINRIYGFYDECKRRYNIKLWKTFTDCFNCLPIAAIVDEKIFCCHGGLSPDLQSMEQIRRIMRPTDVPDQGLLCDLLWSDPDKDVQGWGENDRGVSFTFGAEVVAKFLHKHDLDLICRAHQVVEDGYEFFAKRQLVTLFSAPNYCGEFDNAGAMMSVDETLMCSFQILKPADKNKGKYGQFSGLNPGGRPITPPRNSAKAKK
CTSL1 counter – Fasciola hepatica cathepsin L1 inhibitors, primary screen, counter-screen for PFM18AAP inhibitor project, biochemical, QFRET, fluorogenic peptide substrate | inhibition, % at 5.96 µM | AID 1906, 2009 | recombinant F. hepatica cathepsin L1, Z-Leu-Arg-MCA fluorescence | 0.49% of 300,000 active;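 active means inhibition above the mean of all tested compounds plus 3 SD, set per screening campaign, cut at about 17% in these data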;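 further: 0% = plate median of test compound wells and 100% = 1 µM Z-Phe-Ala-diazomethylketone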
EBNA-1 inh – EBNA-1 DNA-binding inhibitors, primary screen, biochemical, fluorescence polarization; inhibition, % at 14.8 µM; 0.34% of 300,000 active; AID 1950, 2009; in the data active means inhibition above about 28%
ZTA counter – ZTA (EBV) inhibition in EBNA-1 counter-screen; P03206; ZTA-DNA binding, fluorescence polarization; inhibition, % at 11 µM; 0.15% of 320,000 active; in the data active means inhibition above about 33%
Efflux pump mplx – inhibitors of Candida efflux pumps in yeast, primary screen, S. cerevisiae, Nile Red, multiplex. S. cerevisiae Candida pump triplex. inhibition, % at 10 µM. 0.44% of 330,000 active. AID 485275, 2010;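 active means plate passing quality check with inhibition over a set limit, or well fluorescence over plate mean plus 4 SD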;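 further: Nile Red retained in pooled yeast measured as flow cytometry median fluorescence; 0% = buffer negative control and 100% = Enniatin B positive control; higher means more Nile Red kept so more efflux inhibition; some compounds called inactive have numbers as strong as hits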
TPT1 inh – Candida albicans TPT1 enzyme inhibitors, primary screen, biochemical, fluorescence polarization | recombinant caTPT1, FP RNA substrate dephosphorylation | inhibition, % at 5 µM | 0.81% of 300,000 active | AID 1962, 2009;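 active means inhibition above the mean of all tested compounds plus 3 SD, set per screening campaign, cut at about 24% in these data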;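 further: plate controls were DMSO alone for no effect and ferristatin control at 100 nM for full effect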
* hit, by the source's call; · = not tested or not shown. An excerpt; rates above refer to the full screens.

1. COc1ccccc1/C=N/NC(=O)CSc1cc(C)nc2ccccc12
2. COc1cc(C(=O)NCc2nnc(SCC(=O)NC3CCCCC3)o2)cc(OC)c1OC
3. CCN1CNC(=S)N(c2cc(C)ccc2C)C1
4. CCCN(CCC)CC(O)CN1C(=O)NC(C)(C)C1=O (centres undefined)
5. COc1cc(NC(=O)c2noc(C)c2[N+](=O)[O-])c(OC)cc1Cl
6. C#CCOC(=O)c1ccccc1C(=O)O
7. CC(C)N(C(=O)CSc1nnc(NC2CC2)s1)c1ccccc1
8. COCCCNC(=O)Cn1c(=O)n(CC(=O)NCCc2ccc(OC)c(OC)c2)c(=O)c2sccc21
9. O=C(CCCN1C(=O)c2cccc3cccc(c23)C1=O)N1CCN(c2ccccc2O)CC1
10. CCOc1ccccc1/C=N/NC(=O)Cc1csc(Nc2cccc(C(F)(F)F)c2)n1
Assay by compound	1	2	3	4	5	6	7	8	9	10
PP5 primary	0.5	-0.5	0.5	0.7	2.4	0.8	2.9	-1.4	0.7	3.5
CTSL1 counter	1	-4	3	4	4	1	·	0	0	5
core dimer inh	3	8	-3	1	-16	-1	·	1	19	24
TPT1 inh	-3	-4	-2	-7	0	4	·	-1	0	-3
PP1 inh	-1	-5	-1	-2	-1	3	-2	-1	-3	7
EBNA-1 inh	0	-7	-2	-2	-1	-3	·	5	-8	1
ZTA counter	1	3	2	-3	-4	-9	13	2	-3	-4
PREPL inh	-14	-1	12	0	20	-1	0	3	-52	6
Efflux pump mplx	-0.2	0.0	0.2	0.0	-0.2	0.6	0.1	-0.4	-0.1	0.1

11. COc1cccc(Cn2cc(C(=O)NCCN(C)C)nn2)c1
12. CCOc1ccc(N(C)S(=O)(=O)c2ccc3[nH]cc(C(=O)NCCCOC)c(=O)c3c2)cc1
13. CCCc1[nH]nc2c1C1(CCOC1C)C(C#N)=C(N)O2 (centres undefined)
14. Cc1ccccc1C(=O)NC(=S)Nc1ccccc1C(F)(F)F
15. CCC(C)NC(=O)C1CC(c2cccc(OC)c2)=NO1 (centres undefined)
16. O=C(Nc1cc(Sc2ccccn2)cc([N+](=O)[O-])c1)c1cccc(Cl)c1
17. COc1cccc(C(c2nnnn2Cc2ccco2)N2CCN(Cc3ccccc3)CC2)c1OC (centres undefined)
18. CCc1nnc(NC(=O)CN2CC(C)OC(C)C2)s1 (centres undefined)
19. Cc1csc(=Nc2ccccc2)n1Cc1ccco1
20. O=C(NC1CC1)[C@@H]1CSC2c3ccccc3C(=O)N21 (some centres undefined)
Assay by compound	11	12	13	14	15	16	17	18	19	20
PP5 primary	3.1	3.0	0.6	5.3	0.1	0.1	1.6	-0.2	1.8	0.2
CTSL1 counter	0	-2	-2	-4	0	1	5	0	-2	0
core dimer inh	1	10	6	6	-3	5	3	2	3	-4
TPT1 inh	-1	-1	1	-1	2	-2	-1	0	0	-4
PP1 inh	-1	-1	2	1	-4	4	-1	-2	-1	0
EBNA-1 inh	-1	-14	-19	1	-7	-1	-3	-2	9	7
ZTA counter	10	-10	5	-3	-4	5	-6	9	10	1
PREPL inh	3	-2	19	-9	6	11	-21	-5	-5	5
Efflux pump mplx	0.0	-0.1	0.4	0.3	0.1	0.3	0.0	-0.1	-0.1	-0.1

The list goes on; it opens with the four that closed the last part.
17. COc1cccc(C(c2nnnn2Cc2ccco2)N2CCN(Cc3ccccc3)CC2)c1OC (centres undefined)
18. CCc1nnc(NC(=O)CN2CC(C)OC(C)C2)s1 (centres undefined)
19. Cc1csc(=Nc2ccccc2)n1Cc1ccco1
20. O=C(NC1CC1)[C@@H]1CSC2c3ccccc3C(=O)N21 (some centres undefined)
21. O=C(NCc1ccco1)[C@@H]1CCCN1C(=O)c1cccs1
22. CCC(C)(C)NC(=O)c1cccc(NC(=O)C(C)C)c1
23. Cc1cccc(N(CC(=O)NCCSCc2ccco2)S(=O)(=O)c2ccccc2)c1
24. CN(C(=O)Cn1cnc2ccccc2c1=O)C1CCS(=O)(=O)C1 (centres undefined)
25. CCOC(=O)c1[nH]c2ccc(OC)cc2c1NC(=S)N1CCN(c2ccccc2OC)CC1
26. O=C(Nc1ccc(Cl)c([N+](=O)[O-])c1)C(NCCCO)c1ccccc1 (centres undefined)
27. O=C([C@@H]1CC=C[C@@H]2CCN(C3CCCCC3)C(=O)[C@@H]21)N1CCN(c2ccccc2)CC1
28. Cc1ccc(SCCNS(C)(=O)=O)cc1
29. CC1=CS(=O)(=O)CC1Sc1nc(C)n[nH]1 (centres undefined)
30. CCOC(=O)N/N=C\c1ccc(C)s1
Assay by compound	17	18	19	20	21	22	23	24	25	26	27	28	29	30
PP5 primary	1.6	-0.2	1.8	0.2	-1.5	-1.4	0.8	0.3	3.7	1.4	3.9	-0.6	-1.9	-0.7
CTSL1 counter	5	0	-2	0	1	2	-5	-3	-2	0	0	4	2	-1
core dimer inh	3	2	3	-4	2	-1	14	0	-16	-4	-8	0	-1	1
TPT1 inh	-1	0	0	-4	-4	-3	-3	0	-1	1	-2	-4	1	7
PP1 inh	-1	-2	-1	0	-2	-7	1	1	-2	0	-1	1	-2	-1
EBNA-1 inh	-3	-2	9	7	17	7	-8	-15	5	4	1	7	0	-7
ZTA counter	-6	9	10	1	6	-4	6	-6	-8	-11	-6	3	0	5
PREPL inh	-21	-5	-5	5	-4	-1	0	-11	11	6	-50	21	-1	1
Efflux pump mplx	0.0	-0.1	-0.1	-0.1	-0.1	-0.1	0.3	0.1	-0.3	0.3	-0.1	-0.1	-0.1	-0.1

Copied from above: entries 29–30
29. CC1=CS(=O)(=O)CC1Sc1nc(C)n[nH]1 (centres undefined)
30. CCOC(=O)N/N=C\c1ccc(C)s1
Assay by compound	29	30
PP5 primary	-1.9	-0.7
CTSL1 counter	2	-1
core dimer inh	-1	1
TPT1 inh	1	7
PP1 inh	-2	-1
EBNA-1 inh	0	-7
ZTA counter	0	5
PREPL inh	-1	1
Efflux pump mplx	-0.1	-0.1

The listing continues:
31. COCCn1cnc2c1c(=O)n(Cc1c(F)cccc1Cl)c(=O)n2Cc1ccccc1
32. C/C(=N\Nc1ccccn1)c1ccc(C(C)C)cc1
33. CC(=O)Nc1ccc(C(=O)N2CCN(S(=O)(=O)c3ccc4c(c3)OCCCO4)CC2)cc1
34. COc1cc(OC)nc(NC(=O)NS(=O)(=O)c2ccc(F)cc2)n1
35. COc1cc2c(cc1OC)CN(C(=O)/C=C/c1cccc([N+](=O)[O-])c1)CC2
36. CCc1cccc(C)c1N(C(=O)Cn1c(CO)nc2ccccc21)C(C)COC (centres undefined)
37. O=C(COc1ccc(Cl)cc1Cl)NCCCn1ccnc1
38. COC(=O)c1cccc(NC(=S)Nc2ccc(Cl)c(Cl)c2)c1
39. CC(=O)Nc1ccc(S(=O)(=O)NNC(=O)c2ccc3c(c2)OCO3)cc1
40. COc1cccc(-c2nc3ccc(O)cc3c(=O)o2)c1
Assay by compound	31	32	33	34	35	36	37	38	39	40
PP5 primary	0.9	4.3	-0.4	4.0	4.0	2.0	0.1	2.6	3.0	0.8
CTSL1 counter	-1	4	·	-1	1	-2	-2	6	-6	-3
core dimer inh	3	-1	·	1	-3	4	4	-2	9	8
TPT1 inh	2	-1	·	2	3	-1	0	-1	-1	3
PP1 inh	-3	3	-4	-2	0	1	1	0	-6	2
EBNA-1 inh	-7	-5	·	-20	-1	-1	6	-8	-12	-9
ZTA counter	-1	-11	-10	-5	-2	0	-7	-1	1	-1
PREPL inh	-2	2	-2	-3	5	-2	12	4	-11	5
Efflux pump mplx	-0.5	0.3	-0.1	0.1	0.2	0.0	-0.1	0.0	0.4	0.1

41. Cc1ccc(S(=O)(=O)N2[C@@H](c3ccccc3F)C(C(=O)O)=CC[C@H]2c2cccc(Cl)c2)cc1
42. COc1ccc(NC(C)=O)cc1NC(=O)c1ccc(C#N)cc1
43. COc1ccc(C(=O)O/N=C(\N)c2ccccn2)cc1[N+](=O)[O-]
44. O=S(=O)(Nc1ccc(Cc2ccncc2)cc1)c1ccc(Br)s1
45. CCCCCCCCN1[C@@H](CC(=O)O)c2cc(C(F)(F)F)ccc2S1(=O)=O
46. CC[C@H](C)[C@H](NC(N)=O)C(=O)Nc1ccc(OC)c(Cl)c1
47. Cc1ccc(C(=O)ONC(=O)c2ccc(Cl)cc2)cc1[N+](=O)[O-]
48. CC(C)=NNc1nc(-c2ccccc2)c(C)s1
49. COc1ccc(CCNC(=O)CN2C(=O)C3(OCCCO3)c3ccccc32)cc1OC
50. CN(C(=O)Nc1ccc(S(=O)(=O)N(C)C)cc1)C1CCCCC1
51. CCOC(=O)Cc1nnc(Nc2cccc(O)c2)c2ccccc12
52. CCCCN(CCCC)c1ccc(C(=O)c2ccccc2C(=O)O)c(O)c1
Assay by compound	41	42	43	44	45	46	47	48	49	50	51	52
PP5 primary	-0.2	1.8	2.9	1.6	3.5	1.9	-0.6	-0.3	2.5	3.4	4.0	2.7
CTSL1 counter	-2	2	3	2	3	-3	-5	2	-3	-4	-1	4
core dimer inh	5	4	0	9	4	1	3	21	-8	4	0	22
TPT1 inh	2	-1	3	4	-3	2	-4	12	-1	3	5	-6
PP1 inh	-4	-1	-2	2	2	-3	1	-2	-5	-2	-3	17*
EBNA-1 inh	10	-3	-6	-2	-6	-1	-7	2	4	-5	-5	9
ZTA counter	11	-8	-10	-11	5	6	5	10	-1	11	-7	4
PREPL inh	-5	5	4	1	4	-5	-3	5	9	11	27	7
Efflux pump mplx	0.1	-0.1	0.3	0.0	0.0	0.0	-0.1	0.2	0.1	0.2	0.1	-0.1
